# Assay outcomes as filed in PubChem BioAssay.
# FEN1 inh: qHTS Assay for the Inhibitors of Human Flap endonuclease 1 (FEN1); Recombinant FEN1 flap cleavage, fluorescence, 15 min; Potency, µM (highest dose often 114 µM), for the others: at the highest dose activity change, negative = inhibition, usual class: inhibitors; AID 588795, 2011; hit rate 0.35% among 390,000; further: nearly all actives have a fitted effect of over 65% in size
# Target sequence (P39748 whole entry, looked up): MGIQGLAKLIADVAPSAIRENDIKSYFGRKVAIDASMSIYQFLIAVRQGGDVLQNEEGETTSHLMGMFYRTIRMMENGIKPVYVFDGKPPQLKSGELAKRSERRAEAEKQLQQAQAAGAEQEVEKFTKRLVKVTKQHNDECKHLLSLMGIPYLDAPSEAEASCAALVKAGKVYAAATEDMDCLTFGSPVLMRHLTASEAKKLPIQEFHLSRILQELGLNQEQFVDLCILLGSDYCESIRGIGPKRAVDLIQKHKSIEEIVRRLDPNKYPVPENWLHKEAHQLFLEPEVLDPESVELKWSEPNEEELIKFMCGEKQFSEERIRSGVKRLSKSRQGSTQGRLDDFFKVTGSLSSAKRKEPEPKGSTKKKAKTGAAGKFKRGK
#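 Steps: FEN1 (10 nM) dispensed; compound added by pin tool; 15 min at room temperature; substrate added to 50 nM final; reads at 0 min and 15 min; data normalized and fitted (four-parameter Hill).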
# TDP1 block: qHTS Assay for Inhibitors of Tyrosyl-DNA Phosphodiesterase (TDP1) | AID 485290, 2010 | Potency, µM (series often up to 130 µM), for the others: at the highest dose activity change, negative = inhibition, most hits filed as inhibitors | recombinant TDP1, AlphaScreen DNA substrate cleavage | Tyrosyl-DNA phosphodiesterase 1 (Homo sapiens), Q9NUW8 | hit rate 0.28% among 350,000; further: nearly all actives have a fitted effect of over 40% in size
# Target sequence (Q9NUW8 whole entry, looked up): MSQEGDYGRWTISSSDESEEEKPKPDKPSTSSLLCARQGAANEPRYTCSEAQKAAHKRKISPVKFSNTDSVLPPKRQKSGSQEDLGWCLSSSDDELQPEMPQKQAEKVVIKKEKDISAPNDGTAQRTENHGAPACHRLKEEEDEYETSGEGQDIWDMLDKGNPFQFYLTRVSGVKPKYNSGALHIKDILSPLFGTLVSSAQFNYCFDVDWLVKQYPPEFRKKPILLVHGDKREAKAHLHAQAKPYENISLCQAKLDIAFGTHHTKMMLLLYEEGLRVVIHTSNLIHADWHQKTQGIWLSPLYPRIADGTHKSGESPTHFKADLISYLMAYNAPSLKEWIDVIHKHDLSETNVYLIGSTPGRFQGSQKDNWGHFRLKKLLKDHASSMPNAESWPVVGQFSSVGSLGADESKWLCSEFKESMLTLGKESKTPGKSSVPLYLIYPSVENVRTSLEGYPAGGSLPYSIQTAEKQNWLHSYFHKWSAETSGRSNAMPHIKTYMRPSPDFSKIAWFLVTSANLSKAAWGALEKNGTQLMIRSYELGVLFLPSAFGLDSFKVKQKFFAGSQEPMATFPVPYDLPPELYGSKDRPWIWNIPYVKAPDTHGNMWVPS
#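 E. coli-derived human Tdp1, 1 nM final. Cpd preinc 15 min RT; substrate 15 nM final, 5 min RT; AS bead mix 10 ug/ml final, 10 min RT. Signal loss = tyrosine-FITC cleavage. No-enzyme wells = max signal.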
# N370S GC mod: qHTS Assay for Inhibitors and Activators of N370S glucocerebrosidase as a Potential Chaperone Treatment of Gaucher Disease. N370S GC spleen homogenate, 4MU-glucoside fluorescence. hit rate 0.092% among 330,000. AID 2101, 2009. Potency, µM (doses to about 59.4 µM), for the others: top-dose activity change, negative = inhibition, most hits filed as inhibitors;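 further: 0% = full enzyme activity and -100% = no enzyme basal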
# * hit, by the source's call; ? = inconclusive; nt = no result given; & = joins results of further samples; [ ] = dose if it differs, or a comment. The call rests on the fitted dose curve; in most records, active means well fitted curve in the direction sought with a large enough effect; inconclusive means small, poorly fitted or top-dose-only effect, or another doubt; inactive means no such curve, though single readings can be large; an effect the other way counts as inactive or inconclusive. Unless noted, on the % scale 0 is the no-effect control and ±100 the full control effect; potency means the concentration at half of the fitted maximal effect.
# Values in the order – FEN1 inh	TDP1 block	N370S GC mod
COc1ccc(C(=O)NNC(=O)COc2ccc(Cl)cc2)c(OC)c1
 : -1%	1%[56.1 µM]	1%
COc1ccc(-c2cc(C(=O)NCc3ccc(Cl)cc3)no2)cc1OC
 : -3%	-2%	2%
CCN1CCn2c1nc(N1CCOCC1)nc2=O
 : 8%	0%	-4%
COc1ccc(NC(=O)c2c(N)no[n+]2[O-])c(OC)c1
 : 1%	8%	8%
CCOC(=O)C1(CCOc2ccccc2)CCN(CC=C(C)C)CC1
 : -3%	nt	-19%
CCOc1ccc(CSC2=NCCN2)cc1[N+](=O)[O-]
 : 2%	5%	0%
O=C(Cc1ccccc1)N/N=C/c1cc(Br)cc(Br)c1O
 : -1%	nt	-10%
COC(=O)C(O)(CC(=O)Nc1ccc(OC)cc1)C(F)(F)F (stereo not drawn)
 : 2%	2%	4%
NC(=O)C1CCC(NC(=O)OCc2ccccc2)CC1 (stereo not drawn)
 : -4%	3%	-8%
COc1ccc(NC(=O)CCS(=O)(=O)c2ccccc2Cl)cc1S(=O)(=O)Nc1ccc(Cl)cc1
 : 13%	5%	4%
CCCOc1ccc(C(=O)Nc2cccnc2)cc1
 : 2%	nt	-14%
Cc1cccc(Oc2cc([N+](=O)[O-])cc3c2C(=O)Nc2ccccc2O3)c1
 : -5%	3%	5%
CCCn1cc(S(=O)(=O)c2ccc(C)cc2)c(=O)c2cc(OC)ccc21
 : 16%	7%	-8%
COc1cc(NC(=O)c2noc3c2CC(C(C)(C)C)CC3)cc(OC)c1OC (stereo not drawn)
 : 7%	6%	nt
Cc1c(NC(=O)/C(=C/c2cccs2)c2cccs2)c(=O)n(-c2ccccc2)n1C
 : 8%	4%	-3%

# Single records (already shown).
# COC(=O)C(O)(CC(=O)Nc1ccc(OC)cc1)C(F)(F)F (stereo not drawn) is entered as FEN1 inh: 2%; TDP1 block: 2%; N370S GC mod: 4%
# CCCOc1ccc(C(=O)Nc2cccnc2)cc1 is entered as FEN1 inh: 2%; TDP1 block: nt; N370S GC mod: -14%

# Next part.
# Values in the order – FEN1 inh	TDP1 block	N370S GC mod
COc1ccc(NC(=O)CCCCCN2C(=O)[C@@H]3Cc4ccccc4CN3C2=O)cc1Cl
 : 0%	2%	-8%
O=C(CSc1nnc(-c2ccccc2F)n1C1CCCCC1)Nc1cc(C(=O)O)ccc1Cl
 : -6%	3%	nt
c1ccc2c3c(c(CN4CCCC4)cc2c1)COC3
 : 1%	6%	2%
COc1cccc2cc(C(=O)N3CCCCC3C)c(=O)oc12 (stereo not drawn)
 : 3%	5%	5%
CN(C(=O)c1ccco1)c1ccccc1C(=O)O
 : -13%	nt	-3%
CCN(CC)CCNC(=O)CCCCCn1c(=O)[nH]c2cc(C(=O)OC)ccc2c1=O
 : -11%	-8%	nt
COc1ccc(OC)c(C2CC(=O)N3CN(c4ccccc4)CSC3=C2C#N)c1 (stereo not drawn)
 : ?	8%	-4%
Cc1cccc([C@@H]2[C@@H]3C(=O)N(Cc4ccccc4)C(=O)[C@@H]3[C@]3(Cc4ccc(Cl)cc4)C(=O)N(c4cccc(Br)c4)C(=O)N23)c1
 : 3%	nt	-13%
NC(=S)n1[nH]c(-c2ccc([N+](=O)[O-])cc2)c(N=Nc2ccc(Cl)cc2)c1=O
 : ?	7%	-6%
CC(=O)C(C)Oc1cc(C)cc2oc(=O)c(C)c(C)c12 (stereo not drawn)
 : 14%	6%	-12%
COc1ccccc1NC(=O)CNC(=O)c1ccccc1
 : 7%	4%	8%
Cc1nc(NC(=O)CSc2nnc3ccccn23)c(Cl)cc1Cl
 : 0%	1%	3%
Cc1nn(C(C)C(=O)NC2CCCCC2)c(=O)c2c1sc1ccccc12 (stereo not drawn)
 : ?	11%	nt
COc1ccc(N(CC(=O)NC2CCCC2)C(=O)Cn2nnc(-c3ccc(OC)c(OC)c3)n2)cc1
 : 2%	6%	0%
O=C(CCCOc1ccc(Cl)cc1)N1CCCCC1
 : -2%	-2%	5%

# Additional records follow.
# Values in the order – FEN1 inh	TDP1 block	N370S GC mod
CCS(=O)(=O)N1CCc2cc(C(=O)NCc3ccc(Cl)cc3)ccc21
 : 18%	9%	nt
O=C1/C(=C/c2cccs2)SC(=S)N1NS(=O)(=O)c1ccccc1
 : 2%	0%	1%
Cc1ccc(NC(=O)c2oc3ccccc3c2NC(=O)c2ccccc2C)cc1
 : -4%	4%	nt
CCN(CC)S(=O)(=O)c1ccc(N2CCOCC2)c(NC(=S)NC(=O)c2ccco2)c1
 : 9%	5%	?
O=C1CC(c2ccccc2)SC(N(c2ccccc2)c2ccccc2)=N1 (stereo not drawn)
 : 4%	3%	0%
COC(=O)[C@@]1(Cc2ccccc2)[C@H]2c3cc(C(=O)N4CCCC4)n(Cc4ccc(O)c(OC)c4)c3C[C@H]2CN1C(=O)c1ccccc1
 : nt	17%	-20%
CC1CN(CCCCN2C(=O)c3ccccc3C2=O)CC(C)O1 (stereo not drawn)
 : 5%	nt	3%
Oc1ccc2ccc3[nH]cnc3c2c1
 : -21%	6%	-7%
COc1ccc(C(C[N+](=O)[O-])c2c(C)cc3ccccn23)cc1 (stereo not drawn)
 : -14%	6%	-13%
O=C(c1cccnc1)N1N=C2CCCCCC2C1(O)C(F)(F)F (stereo not drawn)
 : -6%	-8%	-2%
CCOc1ccc(NC2OCC(O)C(O)C2O)c([N+](=O)[O-])c1 (stereo not drawn)
 : -14%	-3%	0%
Cc1cnc(C(=O)OCC(=O)c2ccc(-c3ccccc3)cc2)cn1
 : 21%	1%	0%
CC(C)[C@H](NC(=O)NCc1ccco1)C(=O)O
 : 1%	3%	3%
Cc1cc(NC(=O)COC(=O)[C@H](Cc2c[nH]c3ccccc23)NC(=O)c2ccc(F)cc2)no1
 : 17%	6%	1%
Cn1c(N)c(C(=O)CSc2nnc(-c3cccs3)n2C2CC2)c(=O)[nH]c1=O
 : -1%	nt	-14%

# Continued.
canonical_smiles	FEN1 inh	TDP1 block	N370S GC mod
c1ccc2sc(N3CCOCC3)nc2c1	-3%	3%	2%
CC(=O)c1ccc(NC(=O)C(C)OC(=O)C(C)Oc2cccc(C)c2)cc1 (stereo not drawn)	-4%	8%	3%
Cc1c(NC(=O)C(=O)/C=C(\O)c2ccc(Br)cc2)c(=O)n(-c2ccccc2)n1C	-19%	6%	?
CCC(CC)C(=O)NCCc1ccc(OC)c(OC)c1	-1%	0%	-7%
Cc1cc(C)c2oc(=O)cc(CN3CCN(Cc4ccccc4)CC3)c2c1	?	nt	-15%
C[N+]1(C)CC2([N+](=O)[O-])CC=C(Oc3ccccc3)C([N+](=O)[O-])(C2)C1 (stereo not drawn)	0%	-8%	-3%
COc1cc2c(cc1OC)CN(Cc1cc(=O)n3c(-c4ccccc4)csc3n1)CC2	-4%	2%	7%
O=C(COc1ccccc1)NC1CCSC1=O (stereo not drawn)	15%	2%	28%
COc1ccc2c3c([nH]c2c1)C(C)N(CCC(=O)NN)CC3 (stereo not drawn)	-18%	nt	-6%
CC(=O)N1CCOc2ccc(S(=O)(=O)NCCc3ccc(Cl)cc3)cc21	-10%	1%	-8%

# Next part.
canonical_smiles	FEN1 inh	TDP1 block	N370S GC mod
O=C(O)COc1ccc(S(=O)(=O)NCCc2ccccc2)cc1	3%	-2%	3%
NS(=O)(=O)c1ccc(F)c(C(=O)O)c1	4%	5%	0%
COc1ccc(NC(=S)Nc2ccc3nc(C)c(C)nc3c2)cc1	3%	3%	-20%
Cc1ccc(S(=O)(=O)N2CCC(C(=O)N3CCC(C(=O)NCC4CCCO4)CC3)CC2)cc1 (stereo not drawn)	7%	3%	-1%
Cc1ccc(S(=O)(=O)N2CCN(C(=O)Cn3nc(C)c([N+](=O)[O-])c3C)CC2)c(C)c1	-1%	6%	-1%
O=C(COC(=O)c1ccc(-c2ccccc2)cc1)Nc1ccccc1-c1ccccc1	-10%	3%	11%
O=C(COc1ccccc1Cl)NCCNC(=O)c1cccnc1	-3%	4%[0.0935 µM]	-4%
CC1CCc2sc(C(=O)Nc3ccc(C(N)=O)cc3)cc2C1 (stereo not drawn)	2%	0%	-14%
C=CCOc1ccc(NC(=O)C2CC(=O)N(C(C)C)C2)cc1 (stereo not drawn)	11%	7%	0%
CC(C)c1ccc(/C=C/C(=O)NC2=NCCS2)cc1	nt	3%	-4%

# (list continues)
canonical_smiles	FEN1 inh	TDP1 block	N370S GC mod
CCOC(=O)CCCOC(=O)c1ccc(S(=O)(=O)N(C)C)cc1	-5%	-2%	1%
O=C(Nc1cc2c(oc1=O)CCCC2=O)c1cccc(Cl)c1	-6%	0%	4%
Cc1ccc2c(c1)-c1ncc(C(=O)c3cc(Br)ccc3O)cc1CO2	-17%	12%&8%	10%
Cc1nn(-c2ccccc2)c(Cl)c1C(=O)OC(C)C(=O)NC(=O)NC1CCCCC1 (stereo not drawn)	-12%	-1%	-4%
O=S(=O)(c1c(F)cccc1F)N1CCN(C(=S)NCc2ccc3c(c2)OCO3)CC1	3%	5%	-5%
Cc1ccccc1-n1ncc2c1CC(C)(C)CC2NC(=O)CCn1cncn1 (stereo not drawn)	55%[activator]	nt	3%
C=CCNC(=O)CC(=O)N/N=C/c1ccccc1F	-4%	0%	3%
Cc1ccc(CNC(=O)C(NS(=O)(=O)c2cccc3nsnc23)C(C)C)cc1 (stereo not drawn)	-11%	0%	-7%
Cn1c(NC(=O)c2cccc(Cn3cc(Cl)cn3)c2)nc2ccccc21	3%	4%	6%
COc1cc(C(=O)NCC(=O)OCc2ccc(F)cc2)cc(OC)c1OC	-12%	0%	nt

# Later entries.
canonical_smiles	FEN1 inh	TDP1 block	N370S GC mod
CC(C)C(NC(=O)C(Cc1ccc(O)cc1)NC(=O)C(NC(=O)C(F)(F)F)C(C)C)C(=O)O (stereo not drawn)	nt	-2%[56.1 µM]	-16%
CC(C)(C)c1cc[n+](C2=C([O-])c3ccccc3C(=O)/C2=N\S(=O)(=O)c2ccccc2)cc1	3%	4%	-15%
COc1cccc(C(=O)N2CCN(C(=O)C3CC3)CC2)c1	-7%	0%	0%
CCOC(=O)c1cccc(NC(=O)C2CCN(c3ncnc4c3nc3n4CCCCC3)CC2)c1	-12%	0%	-1%
Cc1ccc(NC(=O)N2CCN(C)CC2)cc1NC(=O)N1CCN(C)CC1	3%	nt	-3%
CCOc1ccc(NC(=O)c2ccc(F)c(S(=O)(=O)NCc3ccc4c(c3)OCO4)c2)cc1	0%	10%	nt
CCCCN(C(=O)Cn1ncc(Cl)c(Cl)c1=O)c1c(N)n(CC(C)C)c(=O)[nH]c1=O	-20%	3%	-3%
COc1ccc(CN2C(=O)c3ccccc3C2=O)cc1C(=O)Nc1ccccc1N1CCOCC1	-4%	11%	?
Cc1ccc(-c2nc3ccc(Cl)cn3c2Nc2ccc3c(c2)OCCO3)o1	-6%	9%	nt
CCn1c(SCC(=O)N2CCC(C)CC2)nnc1-c1ccc(S(=O)(=O)N2CCN(C)CC2)cc1	2%	1%	8%

# Other compounds:
canonical_smiles	FEN1 inh	TDP1 block	N370S GC mod
CCn1c(COc2ccc(=O)n(-c3ccccc3)n2)nnc1SC	2%	0%	1%
CCCCCc1cc(=O)oc2c(C(CCN3CCCCC3)c3ccc(OC)cc3)c(OC)cc(OC)c12 (stereo not drawn)	-19%&-14%	14%&4%	?
O=C(c1nc2ccccn2c1CNCCCn1ncc2ccccc21)N1CCOCC1	16%	nt	1%
Cc1cc(NC(=O)COC(=O)C2CCN(C(=O)c3ccc(Cl)cc3)CC2)no1	4%	1%	-5%
Nc1nnnn1/N=C/c1cccs1	-9%	4%	0%
O=C(Nc1ccon1)Nc1cccc(Cl)c1Cl	-12%	3%	-10%
C/C=C1/C(=O)C[C@H]2[C@@H]3CCC4=CC(=O)CC[C@]4(C)[C@H]3CC[C@]12C	nt	14%	-4%
N#CC(c1ccc(Cl)cc1)(c1ncc(C(F)(F)F)cc1Cl)N1CCOCC1 (stereo not drawn)	-4%	6%	8%
COc1ccc(N(CC(=O)N2CCN(C)CC2)S(=O)(=O)c2cc(C)ccc2OC)cc1Cl	5%	3%	-7%
C/C(=N\NC(=O)c1cc(-c2cccc([N+](=O)[O-])c2)n[nH]1)c1ccccc1O	?	0%	-24%
COc1ccccc1NC(=O)C1CCCCN1S(=O)(=O)c1ccc(F)cc1 (stereo not drawn)	-22%	2%	11%

# 3 compounds already listed, sorted by length of the SMILES, falling:
canonical_smiles	FEN1 inh	TDP1 block	N370S GC mod
COc1ccc(NC(=O)CCCCCN2C(=O)[C@@H]3Cc4ccccc4CN3C2=O)cc1Cl	0%	2%	-8%
COc1ccc(NC(=S)Nc2ccc3nc(C)c(C)nc3c2)cc1	3%	3%	-20%
Cc1nc(NC(=O)CSc2nnc3ccccn23)c(Cl)cc1Cl	0%	1%	3%
